# DAGLB inh = blocks human DAGLB lipase activity. Q8NCG7. 340,000 tested, 0.059% active. AID 504411. HEK293T DAGLB membrane lysate, EnzChek fluorogenic substrate. inhibition, % at 5.17 µM; in the data active = inhibition above about 34%;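 note: 0% = enzyme with vehicle and 100% = wells lacking enzyme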
# Target sequence (Q8NCG7 whole entry, looked up): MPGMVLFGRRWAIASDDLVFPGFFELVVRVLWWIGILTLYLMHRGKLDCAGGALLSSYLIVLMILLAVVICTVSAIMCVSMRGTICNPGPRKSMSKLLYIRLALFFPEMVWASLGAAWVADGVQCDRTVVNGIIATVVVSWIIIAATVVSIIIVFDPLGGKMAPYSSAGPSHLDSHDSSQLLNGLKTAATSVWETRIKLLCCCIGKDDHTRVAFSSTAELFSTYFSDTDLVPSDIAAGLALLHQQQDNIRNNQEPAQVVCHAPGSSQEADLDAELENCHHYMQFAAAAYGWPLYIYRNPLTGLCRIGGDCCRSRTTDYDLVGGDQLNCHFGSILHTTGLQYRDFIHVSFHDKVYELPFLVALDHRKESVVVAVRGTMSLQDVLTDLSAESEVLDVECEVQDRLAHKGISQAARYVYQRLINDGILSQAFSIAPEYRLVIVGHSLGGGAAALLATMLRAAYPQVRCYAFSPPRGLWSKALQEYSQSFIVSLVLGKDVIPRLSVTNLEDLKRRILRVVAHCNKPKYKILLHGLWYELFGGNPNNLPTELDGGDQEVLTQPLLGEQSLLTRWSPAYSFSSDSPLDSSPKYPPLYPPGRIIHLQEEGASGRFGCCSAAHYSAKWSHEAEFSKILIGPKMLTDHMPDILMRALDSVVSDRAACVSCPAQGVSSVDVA
# HTR5A inv ctr = counter-screen for OPRM1-OPRD1 inverse agonists: human HTR5A inverse agonism; P47898; HTR5A cell line, luminescence; inhibition, % at 9.3 µM; 340,000 tested, 0.083% active; in the data active = inhibition mostly above about 23%, no sharp cut-off; inactive = mostly below about 18%;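 note: 0% = cells with DMSO and 100% = no-cell wells with DMSO; some compounds called inactive have numbers as strong as hits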
# Tat transport = inhibitors of E. coli Tat protein transport; E. coli MC4100 TorA-mCherry Tat export, fluorescence; inhibition, % at 10 µM; 340,000 tested, 0.036% active; AID 488895;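 active = mean replicate inhibition at least 50% and at least half of replicates individually reaching 50%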;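 note: exported cargo escapes ClpAP degradation while cytoplasmic cargo is degraded and loses fluorescence; 0% = median of neutral control wells and 100% = median of NaSCN control wells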
# PKA-R2B act = PKA-R2B complex activation; activation, % at 11.4 µM; 340,000 tested, 0.079% active; AID 504700; PKA-R2B holoenzyme dissociation, Cy5-IP20 fluorescence polarization; R2B truncated from residue 108, S112A mutant; 0% DMSO only, 100% 113 µM cGMP; P22694+P31323;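 active = activation above a cutoff set at the mean over all compounds plus 3 SD, cut at about 18% in these data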;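 note: higher means more holoenzyme dissociation and a rise in polarization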
# Target sequence (P31323 whole entry, looked up, other chains not shown, the tested form may be a part): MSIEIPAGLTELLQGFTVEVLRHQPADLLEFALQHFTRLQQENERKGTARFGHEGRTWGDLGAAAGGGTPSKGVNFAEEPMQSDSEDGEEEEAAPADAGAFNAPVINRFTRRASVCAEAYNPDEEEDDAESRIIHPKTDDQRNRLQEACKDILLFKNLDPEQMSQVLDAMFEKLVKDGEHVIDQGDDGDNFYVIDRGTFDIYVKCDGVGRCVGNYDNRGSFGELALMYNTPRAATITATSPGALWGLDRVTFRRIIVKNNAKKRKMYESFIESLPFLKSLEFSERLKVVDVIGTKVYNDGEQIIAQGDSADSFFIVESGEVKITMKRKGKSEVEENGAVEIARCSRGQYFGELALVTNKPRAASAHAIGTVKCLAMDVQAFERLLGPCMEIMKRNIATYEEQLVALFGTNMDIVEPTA
# PKA-R1A activ = activates the PKA-R1A holoenzyme complex. PKA-R1A dissociation, Cy5-IP20 fluorescence polarization; scaled: DMSO 0%, 113 µM cGMP 100%. activation, % at 11.4 µM. 340,000 tested, 0.083% active. AID 504707;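 active = percent activation above the mean of all tested compounds plus 3 SD, cut at about 19% in these data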;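 note: higher means more PKAc released from R1A so a rise in polarization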
# Ecoli viability = reduces bacterial viability in AddAB counter-screen | E. coli V3065 growth, OD600 absorbance, 18 h | inhibition, % at 11.9 µM | 330,000 tested, 0.27% active | AID 449728;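 active = inhibition above the campaign's mean inhibition across all tested compounds plus 3 SD, cut at about 9.9% in these data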;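 note: uninfected addAB+ strain grown without phage in ampicillin broth; 0% = DMSO wells and 100% = ciprofloxacin 0.95 µg/ml wells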
# CDK5 inh = CDK5/p35 (human) kinase inhibition; 330,000 tested, 0.01% active; inhibition, % at 10 µM; Recombinant CDK5/p35, ADP-Glo luminescence, 60 min;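 active = highest replicate inhibition of at least 50% and at least 75% of replicates reaching 50%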;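 note: plate controls were DMSO neutral control for no effect and GW8510 at 10 µM for full effect; many of its hits are not listed in these tables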
# AddAB inh = less growth of phage-infected E. coli with AddAB; AID 435030; inhibition, % at 11.9 µM; 330,000 tested, 0.29% active; E. coli expressing H. pylori AddAB, absorbance growth; in the data active = inhibition above about 12%;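 note: 0% = vehicle wells of infected cells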
# HTR5A ag = HTR5A agonism, opioid heterodimer counter-screen; 340,000 tested, 0.61% active; activation, % at 9.3 µM; HTR5A agonist assay, luminescence, cell-based; AID 504692; in the data active = activation mostly above about 9.5%, no sharp cut-off; inactive = mostly below about 7.6%;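 note: 0% = cells with vehicle only and 100% = reference agonist; strong numbers were not always called active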
# phage Ecoli inh = E. coli growth loss with phage present. AID 651602. 360,000 tested, 0.26% active. growth absorbance. inhibition, % at 11.9 µM; in the data active = inhibition above about 11%
# SUMO Mot1 rescue = SUMOylation pathway inhibition by Mot1-301 growth rescue | S. cerevisiae Mot1-301 growth rescue, ATP luminescence, 38.5C; percent above DMSO median, 100 means doubled | growth rescue, % at 18.8 µM | 320,000 tested, 1% active;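 active = every valid replicate shows activation above 250% relative to neutral control wells; inactive = the rest, any valid replicate at or below 250%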;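 note: OY570 slx delta 5 strain wells were the positive control but not used for scaling; some compounds called inactive have numbers as strong as hits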
# * marks the source's active call; other numbers are inactive results; / = no result given.
SMILES,DAGLB inh,HTR5A inv ctr,Tat transport,PKA-R2B act,PKA-R1A activ,Ecoli viability,CDK5 inh,AddAB inh,HTR5A ag,phage Ecoli inh,SUMO Mot1 rescue
O=C(Nc1cc(S(=O)(=O)N2CCOCC2)ccc1N1CCCC1)c1cc(=O)[nH]c2ccccc12,1.0,1.6,-4.9,-13.4,4.0,0.0,-5.7,-0.3,-0.5,1.7,149.6
CCOC(=O)c1ccc(NC(=O)c2cc3c(s2)CCC3)cc1,-5.0,35.7,-2.0,-1.4,-12.6,-1.7,-0.4,4.9,-2.3,-1.9,-6.7
O=C(Nc1ccc(C(F)(F)F)cc1)c1cccnc1N1CCOCC1,2.1,-19.8,-7.2,-0.5,1.6,2.5,-1.5,3.2,-1.0,3.5,2.4
CCOC(=O)N1CCN(Cc2ccccn2)CC1,-1.2,-2.4,-4.5,2.4,-10.9,-1.4,-1.3,4.0,0.6,1.5,27.3
O=c1[nH]c(NCCO)nc2ncn(Cc3ccccc3)c12,-2.3,-11.2,5.5,0.8,2.1,-2.0,-0.5,1.3,5.1,1.0,-3.6
O=C(COC(=O)COc1ccc(Cl)cc1)Nc1ccc(F)c([N+](=O)[O-])c1,-6.8,-2.7,-9.7,1.7,-0.4,0.2,0.8,1.7,0.8,1.6,-6.5
Cn1c(CC(=O)Nc2ccccc2F)nnc1SCC(=O)Nc1nncs1,-1.0,-5.8,4.0,0.5,-7.5,-0.9,2.8,-0.2,1.9,-1.1,5.9
CCOC(=O)C1=C(COC(=O)COc2ccc(C(=O)CC)cc2)NC(=O)NC1C (stereo unspecified),0.2,-8.5,0.3,-10.8,-4.1,-1.1,2.4,-0.7,4.4,2.5,-13.3
O=C(CN(c1ccc(Cl)cc1)S(=O)(=O)c1ccccc1)N/N=C/c1ccco1,0.2,-33.1,9.3,1.8,2.0,-0.4,0.1,-1.6,-2.6,3.5,0.4
O=C1N(Cc2ccccc2F)c2ccccc2C12OCCCO2,-1.5,-32.8,-6.1,-4.2,-5.3,0.7,-2.8,-0.6,-3.9,2.0,-13.4
CCN(CC)S(=O)(=O)c1ccc(NC2c3ccccc3C(=O)N2CCN2CCOCC2)cc1 (stereo unspecified),4.2,12.6,-9.6,5.5,4.5,-0.9,0.3,-2.4,4.7,1.4,-19.2
CCc1ccc(CN2CCSCC2)cc1,-0.1,1.5,-8.5,2.7,2.9,-1.6,1.2,3.7,-0.5,1.9,233.8
COC(=O)C1=C(O)CSC1=Nc1ccc(C)cc1,2.3,-11.5,-5.0,-4.7,4.3,0.9,0.9,-0.5,4.4,4.7,-25.4
CC(CCc1ccc(O)cc1)NCc1ccc(Cl)cc1Cl (stereo unspecified),-0.4,-16.8,3.4,12.4,7.7,0.5,1.8,3.3,4.4,4.1,-2.8
C1=C(c2ccco2)N2CCN=C2S1,2.1,-4.9,-4.5,-7.0,-4.4,-2.8,-1.0,-2.4,2.0,4.7,-0.7

# The last 3 compounds of the section above are carried over, then new ones follow:
SMILES,DAGLB inh,HTR5A inv ctr,Tat transport,PKA-R2B act,PKA-R1A activ,Ecoli viability,CDK5 inh,AddAB inh,HTR5A ag,phage Ecoli inh,SUMO Mot1 rescue
COC(=O)C1=C(O)CSC1=Nc1ccc(C)cc1,2.3,-11.5,-5.0,-4.7,4.3,0.9,0.9,-0.5,4.4,4.7,-25.4
CC(CCc1ccc(O)cc1)NCc1ccc(Cl)cc1Cl (stereo unspecified),-0.4,-16.8,3.4,12.4,7.7,0.5,1.8,3.3,4.4,4.1,-2.8
C1=C(c2ccco2)N2CCN=C2S1,2.1,-4.9,-4.5,-7.0,-4.4,-2.8,-1.0,-2.4,2.0,4.7,-0.7
CC(Sc1nc2cc([N+](=O)[O-])ccc2n1-c1cccc(C(F)(F)F)c1)C(=O)NC(N)=O (stereo unspecified),-1.1,4.2,-0.4,-3.0,4.8,-1.8,-0.3,-0.5,-1.6,3.2,-7.3
CC(NC(=O)COC(=O)Cc1ccc(-c2ccccc2)cc1)c1ccccc1 (stereo unspecified),-4.2,-3.1,3.6,-1.2,0.5,0.0,-3.5,2.5,0.9,2.4,-14.7
CCOc1cccc(C(=O)Nc2ccc3c(c2)OCCO3)c1,-1.9,6.6,4.0,4.4,4.8,0.7,1.7,2.0,1.9,0.2,-13.2
Cc1cc(C(=O)OCC(=O)NCCc2ccc(S(N)(=O)=O)cc2)c2ccccc2n1,-0.3,-11.9,2.5,-2.5,-6.8,2.8,-0.9,2.4,4.9,2.0,-8.1
CN(C(=O)Cn1nc(C(=O)O)c2ccccc2c1=O)C1CCCCC1,2.1,-17.5,6.0,-6.3,-4.4,-2.7,-1.6,-2.0,4.3,0.8,13.2
CCCCc1nnc(NC(=O)c2ccc(OCc3c(C)noc3C)cc2)s1,2.5,-4.7,11.3,-3.7,-3.8,/,-7.8,/,-1.5,4.6,/
CNC(=S)Nc1ccc(-c2nc3ccc(C)cc3s2)cc1,0.7,-21.2,-2.1,-3.0,-5.3,2.0,1.3,1.9,7.5,5.5,27.9
COc1ccc(-c2nc(-c3ccccc3OC)no2)cc1OC,-4.8,0.5,0.6,-8.0,-17.4,0.3,-5.1,2.3,3.5,1.4,57.5
O=C(NCCOc1ccccc1)c1ccc2c(c1)S(=O)(=O)c1cc(Cl)ccc1C2=O,0.6,-19.3,1.2,-4.4,2.6,1.0,-2.0,2.6,6.6,-0.6,-4.3
CCOc1ccc(-n2ccnc2SCC(=O)Nc2nnc(C)s2)cc1,-2.3,6.2,6.5,-1.8,2.1,-1.4,-3.0,2.2,0.7,1.2,6.1
C#CCNC(=O)C1CCN(c2ccc(S(=O)(=O)N3CCOCC3)cc2Cl)CC1,-0.3,10.9,-0.9,3.1,-0.3,1.0,-1.4,4.6,-3.9,1.5,-10.0
C/C(=C\c1cc2ccccc2o1)C1Nc2cccc3cccc(c23)N1,6.4,-13.1,0.0,-3.2,4.6,-1.8,-1.4,-2.1,0.6,-0.3,-20.8
COCCN(C(=O)CNC(=O)c1ccco1)C(C(=O)NC1CCCC1)c1ccccc1 (stereo unspecified),-0.6,-1.1,-6.9,-9.9,-2.8,2.1,0.4,5.2,0.4,1.4,0.0
C=C1c2cc(C)c(C)cc2NC(=O)N1c1ccccc1,1.6,3.5,1.6,4.6,2.8,1.9,-1.3,1.1,-1.3,3.0,11.2
COC(=O)C1C2C=CC(C3CC23)C1C(=O)OCC(=O)c1ccccc1 (stereo unspecified),-2.6,-8.2,1.6,8.5,-8.7,4.3,-0.1,-0.8,2.7,1.6,49.0
Cc1cccc(-c2noc(CCCOc3ccc(Cl)cc3Cl)n2)c1,-20.5,12.2,-2.0,-2.2,6.5,0.8,2.5,2.4,3.1,2.2,-13.4
Cn1c(=O)n(CCCO)c(=O)c2c1nc1n2CCCN1Cc1ccccc1,0.6,-10.7,22.3,-2.4,1.4,-2.1,1.4,3.4,3.0,-3.0,160.8
Cc1cc(S(=O)(=O)N2CCCC2)ccc1OCC(=O)N1CCC(C(N)=O)CC1,1.0,-0.8,0.3,-1.3,-8.6,-0.9,-0.2,1.4,0.3,4.3,122.6
COc1ccc(CCN(C)C(=O)c2cnc(C)cn2)cc1OC,-2.5,-11.5,-2.8,7.5,-3.1,-0.4,0.6,1.1,3.7,2.2,-21.7
Cc1ccc(N2C(=O)CSC2c2ccccn2)cc1Cl (stereo unspecified),-2.0,-3.1,-0.8,-1.7,-3.4,3.7,-0.4,0.8,2.1,0.6,-2.9
c1csc(CNc2ncnc3ccc(-c4ccc5c(c4)OCO5)cc23)c1,-5.8,-1.5,8.9,-2.1,-10.0,-1.8,-0.9,0.8,13.7,-0.3,-26.5
CCCn1c(=O)c(C(=O)NCc2ccc3c(c2)OCO3)c(O)c2ccccc21,-3.7,-0.6,6.2,6.0,5.9,/,-0.5,/,0.1,-0.7,2.6
CC(/C=N/NC(=O)c1cccs1)=C\c1ccccc1,-1.5,-9.1,-0.9,1.3,1.3,0.5,0.0,2.7,3.4,7.0,7.2
O=C(Cn1nc(-c2ccccc2)ccc1=O)NCc1ccc2c(c1)OCO2,0.7,-23.2,-5.1,10.7,-6.2,-0.4,0.2,0.3,5.1,2.3,-25.5
COc1ccc2[nH]c(=O)c(CN(CC3CCCO3)C(=O)Nc3ccc(F)cc3)cc2c1 (stereo unspecified),0.6,15.8,2.1,5.4,-3.7,/,1.2,/,-3.7,2.4,/
COC(=O)c1ccc(C23CC4(C2)[C@H](CN(Cc2ccc(C(F)(F)F)cc2)[C@@H]4c2ccccc2)C3c2ccccc2)cc1 (stereo partly specified),-4.8,15.7,5.4,6.3,9.1,-0.2,-0.2,-1.9,1.2,/,-12.3
O=C(CCS(=O)(=O)c1ccccc1)N(CCCN1CCOCC1)c1nc2c(F)cccc2s1,-2.9,6.1,3.8,-2.8,-9.0,1.0,-1.0,3.7,-2.4,1.2,-9.9
CCOC(=O)c1ccc(S(=O)(=O)N2CCN(C(C)=O)CC2)cc1,-4.7,4.4,-7.7,-1.1,-2.8,1.4,-0.1,-0.5,-1.6,3.5,-3.8
Cc1nnc(SCC(=O)NC(=O)NCCC(C)C)s1,/,/,0.8,/,/,-0.8,1.4,-1.6,/,4.6,-14.7
COc1ccccc1C(=O)NCCC(=O)NCC1COc2ccccc2O1 (stereo unspecified),1.1,-10.2,-2.4,2.1,-7.6,1.2,-0.8,1.2,2.8,2.3,-9.0
COc1ccc(S(=O)(=O)N(C)CC(=O)Nc2ccc3c(c2)OCO3)cc1,1.7,3.2,-1.7,-2.5,-6.3,0.5,0.7,1.5,2.3,0.9,-0.4
Nn1c(Cc2cccc3ccccc23)nnc1SCCOc1ccc(F)cc1,-9.3,5.8,1.1,-6.9,-5.5,-0.3,-6.8,4.6,-1.7,3.0,23.2
COc1ccccc1C1CCN(Cc2c(C)[nH]c3ccccc23)CC1,1.1,-19.6,0.0,6.6,0.0,1.5,0.9,1.3,-1.0,5.3,-16.0
CC(C)Oc1ccc(/C=N/NC(=O)C2CCCN2S(=O)(=O)c2ccc(Cl)cc2)cc1 (stereo unspecified),-1.7,-2.5,2.4,2.7,-1.8,2.4,0.0,1.7,2.3,/,-16.4
CCOc1ccccc1CNC(=O)c1nn(CC)cc1[N+](=O)[O-],-2.2,9.3,-9.1,-1.3,-4.6,0.9,-0.2,1.1,-3.5,3.6,-6.8
NS(=O)(=O)c1ccc(NC(=O)N[C@@H](Cc2ccccc2)C(=O)O)cc1,0.2,-16.2,-1.1,2.5,11.5,/,2.0,/,4.5,0.7,/

# Part of the list above in order of heavy-atom count, lowest first.
SMILES,DAGLB inh,HTR5A inv ctr,Tat transport,PKA-R2B act,PKA-R1A activ,Ecoli viability,CDK5 inh,AddAB inh,HTR5A ag,phage Ecoli inh,SUMO Mot1 rescue
NS(=O)(=O)c1ccc(NC(=O)N[C@@H](Cc2ccccc2)C(=O)O)cc1,0.2,-16.2,-1.1,2.5,11.5,/,2.0,/,4.5,0.7,/
Nn1c(Cc2cccc3ccccc23)nnc1SCCOc1ccc(F)cc1,-9.3,5.8,1.1,-6.9,-5.5,-0.3,-6.8,4.6,-1.7,3.0,23.2
CC(C)Oc1ccc(/C=N/NC(=O)C2CCCN2S(=O)(=O)c2ccc(Cl)cc2)cc1 (stereo unspecified),-1.7,-2.5,2.4,2.7,-1.8,2.4,0.0,1.7,2.3,/,-16.4
